# Candida biofilm: kills Candida albicans biofilms. C. albicans biofilm + clotrimazole, Alamar Blue. hit rate 0.14% among 85,000. inhibition, % at 6 µM;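 active = inhibition above 20%; inactive = inhibition below 20%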;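 also: preformed 24 hr biofilms exposed to compound for 48 hr; 0% = biofilm without compound and 100% = blank killed by clotrimazole plus chlorhexidine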
# VCAM1 TNFa inh: reduces TNF alpha induced VCAM1 expression in HUVEC; HUVEC TNFa-induced VCAM-1 immunofluorescence, high-content imaging; hit rate 0.48% among 95,000; inhibition, % at 2 µM;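 active = inhibition above the batch mean plus 3 SD, with images confirmed as a hit by eye, cut at about 37% in these data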;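 also: 0% = TNF-stimulated DMSO wells and 100% = unstimulated control wells; not every result past the cut was called active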
# HUVEC tox IL1B: HUVEC cytotoxicity counter-screen, IL-1B stimulated; HUVEC cell count loss, Hoechst imaging; cell count reduction, % at 2 µM; hit rate 0.41% among 94,000;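 active = cell count reduction more than 3 SD above the screen-wide mean, cut at about 70% in these data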;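 also: normalized per plate to untreated control cells as the no-loss baseline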
# cytoskel mod: alters cytoskeleton assembly in HUVEC cells; HUVEC TNFa F-actin phalloidin imaging, high content; inhibition, % at 2 µM; hit rate 0.18% among 91,000; AID 836;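 active = inhibition above the batch mean plus 3 SD and confirmed as a hit by visual image inspection, cut at about 30% in these data, passing the limit was not always enough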; also: strong numbers were not always called active
# ERb coact inh: ER-beta (human) coactivator binding inhibition | Q92731 | TR-FRET ER-beta LBD / SRC1-Cy5 peptide binding; receptor agonist-loaded with 1 µM estradiol | inhibition, % at 25.6 µM | hit rate 1.3% among 86,000 | AID 633;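 active = compounds whose percent inhibition of the receptor-coactivator binding signal exceeds about 50% in the single-dose screen, limit read from the data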;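 also: 0% = receptor plus peptide wells without compound and 100% = peptide-only wells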
# TNFa cytotox: HUVEC cytotoxicity counter-screen, TNF alpha stimulated. HUVEC TNFalpha-stimulated, Hoechst cell count, imaging. cell count reduction, % at 2 µM. hit rate 0.17% among 93,000;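 active = cell count reduction exceeding the screen mean by over 5 SD, scaled to untreated wells per plate, cut at about 78% in these data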;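 also: cells counted after 24 h of TNF alpha exposure following the 1 h pretreatment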
# sEH inhibitor: soluble epoxide hydrolase (human) inhibition. P34913. recombinant human sEH enzymatic activity assay. inhibition, % at 2 µM. hit rate 0.34% among 91,000. AID 707; in the data active = inhibition above about 80%; also: values of inactives mirror those of a sister screen read the other way; many of its hits are not listed in these tables
# Target sequence (P34913 whole entry, looked up): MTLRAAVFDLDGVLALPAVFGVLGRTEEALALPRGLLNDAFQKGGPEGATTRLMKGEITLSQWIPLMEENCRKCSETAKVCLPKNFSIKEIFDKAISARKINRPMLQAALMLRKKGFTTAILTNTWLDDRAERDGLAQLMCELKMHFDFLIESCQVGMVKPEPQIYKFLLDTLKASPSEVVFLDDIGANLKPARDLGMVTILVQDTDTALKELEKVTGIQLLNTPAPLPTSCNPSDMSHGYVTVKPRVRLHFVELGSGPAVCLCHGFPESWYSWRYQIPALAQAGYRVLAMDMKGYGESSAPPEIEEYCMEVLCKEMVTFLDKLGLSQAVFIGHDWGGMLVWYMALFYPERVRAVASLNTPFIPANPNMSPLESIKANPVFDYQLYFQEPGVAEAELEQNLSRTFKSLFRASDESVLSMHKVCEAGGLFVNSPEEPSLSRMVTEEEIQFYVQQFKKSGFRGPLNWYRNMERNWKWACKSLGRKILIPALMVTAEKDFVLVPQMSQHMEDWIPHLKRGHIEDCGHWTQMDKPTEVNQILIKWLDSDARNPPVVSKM
# Smad3 FoxH1 inh: inhibitors of human Smad3 transcription factor binding; P84022; TR-FRET Smad3/Dy647-FoxH1 peptide binding, europium anti-His; inhibition, % at 25 µM; hit rate 0.29% among 88,000; AID 630;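 active = compounds that reduce the energy-transfer binding signal between the protein and its labelled peptide by more than half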;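 also: 0% = Smad3 plus labelled peptide maximal FRET and 100% = peptide-only background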
# Target sequence (P84022 whole entry, looked up): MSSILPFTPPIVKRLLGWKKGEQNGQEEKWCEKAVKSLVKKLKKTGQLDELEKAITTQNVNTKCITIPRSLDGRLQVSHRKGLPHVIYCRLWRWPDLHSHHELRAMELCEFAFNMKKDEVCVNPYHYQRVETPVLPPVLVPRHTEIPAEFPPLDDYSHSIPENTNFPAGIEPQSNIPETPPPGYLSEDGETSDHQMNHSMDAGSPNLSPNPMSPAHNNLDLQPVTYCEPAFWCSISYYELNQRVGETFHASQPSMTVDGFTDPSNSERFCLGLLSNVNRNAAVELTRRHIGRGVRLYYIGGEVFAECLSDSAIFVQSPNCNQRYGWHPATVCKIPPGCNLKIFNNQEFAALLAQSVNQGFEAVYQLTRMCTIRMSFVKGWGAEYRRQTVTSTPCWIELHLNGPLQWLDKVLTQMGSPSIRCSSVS
# sEH act: increases human soluble epoxide hydrolase activity; purified human sEH enzymatic activity, activator screen; activation, % at 2 µM; hit rate 0.04% among 91,000; AID 717; in the data active = activation above about 37%; also: values of inactives mirror those of a sister screen read the other way
# * hit, by the source's call; . = no result given; [ ] = remark or other dose. The list is partial; count on the stated rates, not on these rows.
SMILES,Candida biofilm,VCAM1 TNFa inh,HUVEC tox IL1B,cytoskel mod,ERb coact inh,TNFa cytotox,sEH inhibitor,Smad3 FoxH1 inh,sEH act
CCCN(CCC)CCNC(=O)C1CC(=O)N(c2ccc(OC)cc2)C1c1ccc(OC)cc1 (stereo unspecified),-4.4,-8.7,-8.7,15.6,0.5,3.6,-12.3,-4.6,15.5
COc1cccc(NC(=O)C2CCCCC2)c1,4.6,-10.6,-12.6,-6.2,-7.8,-9.4,-7.6,3.5,7.1
Cc1cc(NC(=O)CNC(=O)C2CCCCC2)no1,4.4,5.7,9.9,-20.0,2.0[fluorescence artefact?],-21.7,5.1,2.8,-8.1
O=C(CCC(=O)OCc1ccc(C(=O)Oc2ccccc2)cc1)Nc1cccc2ccccc12,.,-8.8,-14.2,-11.4,.,4.2,-9.3,.,12.5
COC(=O)[C@H](CCSC)NC(=O)N1CCC(C)CC1,3.3,1.4,8.5,18.3,-10.3,10.0,-3.9,15.7,6.3
COc1cc(S(=O)(=O)NC2CCCC2)ccc1Cl,.,9.2,-58.1,-1.3,-3.8,-23.7,5.8,7.1,-3.4
Cc1ccc(NCc2nnc(SCCN3CCCCC3)n2CC2CCCO2)cc1Cl (stereo unspecified),8.6,2.1,-28.7,11.2,2.0,-19.6,-12.1,2.3,11.8
COC(=O)C1CCN(S(=O)(=O)Cc2ccccc2)CC1,7.2,4.5,-9.3,29.0,-9.4,-49.0,2.9,0.5,-5.2
O=C(Nc1cccc(Cl)c1)c1csc(-c2ccccc2)n1,.,-7.7,23.0,1.8,.,-10.5,5.0,.,-5.4
Cc1cccc2cc(C(c3nnnn3CC3CCCO3)N3CCCC4(CCCCC4)C3)c(=O)[nH]c12 (stereo unspecified),4.9,2.9,-4.1,38.4,-5.2,-7.4,9.1,6.9,-10.3
CS(=O)(=O)N(CC(=O)Nc1ccccc1C(=O)N1CCOCC1)c1ccccc1,5.3,8.8,-12.7,-0.4,-3.6,-28.8,-7.6,4.1,8.8
CCOCC(=O)Nc1nnc(COCC)s1,6.3,8.0,4.8,-26.6,14.7[fluorescence artefact?],-4.4,-6.5,-9.5,7.7
CCOC(=O)NC1(C(F)(F)F)NC(=O)N(C2CCCCC2)C1=O (stereo unspecified),6.9,18.4,-11.1,-11.9,-2.5,18.4,4.8,-6.8,-4.5
COC(=O)C(C(=O)OC)C(C[N+](=O)[O-])c1ccc(OC)cc1 (stereo unspecified),.,-3.2,-12.9,4.4,.,10.4,-9.3,.,13.9
CCn1c(SCC(=O)N2CCCC2)nc2c1c(=O)n(C)c(=O)n2C,5.2,26.1,.,-4.8,8.8,-25.0,.,-8.6,.
COc1ccc2cc(C(c3nnnn3C3CCCC3)N3CCCCCC3)c3nnnn3c2c1 (stereo unspecified),-1.1,15.1,12.4,6.1,22.4[fluorescence artefact?],-10.7,6.2,11.6[fluorescence artefact?],-6.2
COc1ccc(C)cc1NC(=O)C1CCCN(S(=O)(=O)c2cnc[nH]2)C1 (stereo unspecified),-1.2,-6.2,18.9,5.4,1.5,-22.2,.,4.1,.
O=C(OCn1ncc(Cl)c(Cl)c1=O)c1ccccc1Cl,.,17.3,-6.4,-21.1,.,19.5,-3.2,.,6.1
CC1CCCC(C)N1c1nnc(NC(=O)c2cc(-c3ccc(Br)cc3)on2)s1 (stereo unspecified),.,4.8,3.0,-20.9,.,-17.3,.,.,.
CCCCC(=O)Nc1nc(C)c(-c2csc(Nc3cc(Cl)ccc3OC)n2)s1,.,-2.8,-2.5,-17.9,.,-5.7,-13.3,.,14.1
CN(CCc1ccccn1)Cc1ccc(Cl)cc1,8.0,-2.7,-13.2,1.2,6.8,1.5,-5.2,7.6,4.4
C=CCn1c(SCC(=O)Nc2ccccc2C)nc2sc(C)c(C)c2c1=O,0.8,13.0,-8.5,-12.8,6.2,-21.4,28.4,12.8[fluorescence artefact?],-26.0
Cc1oc(-c2ccccc2)cc1C(=O)Nc1ccc2ccccc2c1,5.2,8.4,-11.2,2.6,-6.7,-12.7,11.5,-11.2,-8.4
CC1Cc2cc(/C(O)=C3/C(=O)C(=O)N(CCCn4ccnc4)C3c3ccco3)ccc2O1 (stereo unspecified),6.8,8.1,24.2,2.9,19.6,-17.4,0.9,-1.2,-1.0
COC(=O)c1c(N)sc2c1CCN(c1ncc(C(F)(F)F)cc1Cl)C2,8.6,-0.8,-5.4,-5.7,0.4[fluorescence artefact?],-2.6,3.8,-15.2,-1.7
O=C(CCc1ccccc1)Nc1cc(C(F)(F)F)ccc1Cl,.,6.5,-25.2,5.8,.,-3.7,22.0,.,-21.4
Cc1ccc(NC(=O)COc2ccc(/C=C3/SC(=Nc4ccccc4)N(Cc4cccnc4)C3=O)cc2)cc1,.,19.9,-4.7,-5.3,.,1.6,32.3,.,-31.4
COc1cccc(Nc2nc(-c3ccc(O)cc3)cs2)c1,9.9,21.3,6.8,-22.9,15.9,13.6,8.7,2.5,-7.5
O=S(=O)(NC1CCCC1)c1ccc(Br)s1,4.8,0.5,-32.0,-28.6,-4.2,6.2,-10.5,-0.6,9.7
CCOC(=O)c1cnc2c(cnn2C)c1NCCC#N,.,-2.7,-2.8,-21.4,.,-3.6,-19.6,.,21.7
CCOc1ccc(NC(=O)Nc2ccc(N(C)C(C)=O)cc2)cc1,7.3,-17.5,-10.3,-15.1,9.5,-0.5,82.3*,-3.8,-82.1
Cc1ccc(NC(=O)/C(=C\C=C\c2ccccc2)NC(=O)c2ccccc2)cc1,.,5.0,-9.7,2.3,.,-10.8,-4.3,.,2.2
N#CC1=C(N)Oc2cc(N)ccc2C1c1ccc(F)cc1 (stereo unspecified),5.6,3.7,0.4,.,-10.1,-12.5,-9.4,-1.8,6.2
O=C(OCC(=O)N1CCc2ccccc21)c1cccnc1Cl,3.8,3.8,-1.2,-0.6,-2.5,1.8,-8.4,-2.9,6.8
CS/C(=C\[N+](=O)[O-])Nc1ccc(Cl)cc1,6.8,2.1,-39.6,16.1,-6.5,-29.8,6.4,7.0,-5.1
CCCCNC(=O)C1CC(=O)N(C2CCCCC2)C1 (stereo unspecified),3.0,6.5,7.7,-17.3,-28.0,0.0,2.0,0.2,-2.3
COc1ccccc1CNC(=O)C1COc2ccccc2O1 (stereo unspecified),3.9,-2.0,-15.2,5.6,-7.6,-17.7,10.6,0.7,-12.3
O=[N+]([O-])C1=CC=C2C(=NC3(CCCCC3)N2O)C1=NCCO,.,2.2,-34.2,25.7,.,0.0,-6.3,.,7.1
COc1ccc(NC(=O)c2ccccc2NC(=O)c2ccco2)c(OC)c1,7.5,3.4,-6.7,40.8,-5.3,-12.5,9.1,3.8,-9.4
Cc1ccc(NC(=O)c2nnn(CC(=O)Nc3ccccc3)c2N)cc1C,5.7,-2.0,-25.0,15.9,37.2,3.5,10.3,9.9,-12.4

# 4 consecutive compounds out of the list so far, for reference:
SMILES,Candida biofilm,VCAM1 TNFa inh,HUVEC tox IL1B,cytoskel mod,ERb coact inh,TNFa cytotox,sEH inhibitor,Smad3 FoxH1 inh,sEH act
COc1ccccc1CNC(=O)C1COc2ccccc2O1 (stereo unspecified),3.9,-2.0,-15.2,5.6,-7.6,-17.7,10.6,0.7,-12.3
O=[N+]([O-])C1=CC=C2C(=NC3(CCCCC3)N2O)C1=NCCO,.,2.2,-34.2,25.7,.,0.0,-6.3,.,7.1
COc1ccc(NC(=O)c2ccccc2NC(=O)c2ccco2)c(OC)c1,7.5,3.4,-6.7,40.8,-5.3,-12.5,9.1,3.8,-9.4
Cc1ccc(NC(=O)c2nnn(CC(=O)Nc3ccccc3)c2N)cc1C,5.7,-2.0,-25.0,15.9,37.2,3.5,10.3,9.9,-12.4

# Remaining list, next part:
SMILES,Candida biofilm,VCAM1 TNFa inh,HUVEC tox IL1B,cytoskel mod,ERb coact inh,TNFa cytotox,sEH inhibitor,Smad3 FoxH1 inh,sEH act
Cc1ccc2c(c1)c1c(n2CC(O)Cn2c(C)nc3ccccc32)/C(=N\O)CCC1 (stereo unspecified),6.0,0.6,-26.5,0.8,1.6,0.7,-8.3,9.0,4.6
Cc1nnc(SCC(=O)Nc2ccc3c(c2)OCCO3)s1,.,-7.8,0.0,12.1,.,13.7,-1.6,.,0.6
COc1ccc(-n2c(N)c(C(=O)NCc3ccco3)sc2=S)cc1,3.0,11.4,-7.5,16.0,-1.8,-22.4,5.7,-6.7,-2.4
CCCn1c2c(c(O)c(C(=O)Nc3nc(C)cs3)c1=O)CCCC2,8.2,11.7,-12.4,1.2,-1.7,-2.8,.,4.8,.
CCOC(=O)COc1c(-c2ccc(OC)cc2)oc2ccccc2c1=O,4.9,20.2,-8.5,20.2,-2.3,-1.3,-1.2,-4.1,1.4
CN(C)S(=O)(=O)c1ccc(C(=O)N2CCOCC2)cc1,4.5,-0.8,-0.3,-1.7,-3.6[fluorescence artefact?],-9.8,-0.9,2.2,3.1
Cc1ccc(Nc2nc(C(=O)N3CCC(C(=O)NCCN4CCOCC4)CC3)cs2)cc1,6.2,-24.7,-10.4,26.6,-4.9,-22.6,-5.8,-7.8,7.6
COc1ccc(C(=O)NC2CC3CCCC(C2)N3CC(C)C)cc1OC (stereo unspecified),.,-23.3,-18.0,-11.3,.,-17.7,-15.5,.,15.6
O=C(c1cccc(N2CCCC2=O)c1)N1CCN(c2ccccc2)CC1,1.1,-0.4,-13.6,-5.0,-5.4,-6.0,6.7,6.1,-4.2
CCC(C)C(=O)Nc1nc2c(s1)C(=O)CC(C)(C)C2 (stereo unspecified),5.7,13.7,42.1,1.5,6.3,15.5,-2.4,-3.3,2.4
CCc1ccc(NC(=O)CN(c2cccc(C)c2)S(C)(=O)=O)cc1,-0.5,8.8,5.4,-1.3,-3.5,-0.4,10.2,0.6,-8.3
O=C(Nc1ccccc1)OCCNC(=O)c1cccc(Cl)c1,3.3,-0.9,2.9,8.6,3.2,-33.1,11.0,5.7,-12.7
CCCCOC(=O)c1ccc(NC(=S)NC(=O)c2c(Cl)cnn2CC)cc1,.,-13.3,18.8,2.2,.,5.2,-0.6,.,3.1
Cc1ccc(-c2nc3cc(NC(=O)C(C)C)ccc3o2)cc1C,3.1,-30.5,12.7,-4.6,7.0[fluorescence artefact?],5.8,-5.3,5.8,6.9
CCOc1ccc2nc3c(cc2c1)CN(CCOC)C(=NCCOC)S3,0.0,-10.4,-13.5,11.4,32.9[fluorescence artefact?],7.3,6.3,-116.5[fluorescence artefact?],-4.7
CCc1cccc(CC)c1NC(=O)CSc1nnc(C(C)C)n1CC,-1.1,12.3,4.8,9.8,7.3,-10.1,-4.7,-10.0,4.3
CC1CN(CC(O)COc2ccccc2C(C)(C)C)CC(C)O1 (stereo unspecified),3.1,29.0,-4.3,-5.7,-3.6,-22.7,3.8,0.2,-5.8
Cc1cc(C)nc(N/C(=N\S(=O)(=O)Cc2ccccc2)Nc2cccc(Cl)c2C)n1,.,7.4,-8.5,8.3,.,12.7,-8.4,.,8.7
COc1cccc(C(=O)SC2=NCCS2)c1,-5.9,-8.4,-39.6,8.6,6.4,-1.8,-1.5,-6.4,1.8
CN(C)S(=O)(=O)N1CCN(C(=O)c2cccc(Br)c2)CC1,-1.3,-8.8,-5.0,.,5.6,-14.1,-2.8,-1.6,-0.2
CCCn1c(SCC(=O)NCc2cccs2)nc2c1c(=O)n(C)c(=O)n2C,5.2,-4.4,-17.2,8.8,15.9,-9.1,.,-2.6,.
Cc1ccccc1CN(c1ccc(C(=O)NCCC2=CCCCC2)cc1)S(C)(=O)=O,4.4,4.3,.,-44.9,0.7,-5.0,10.8,-5.3,-9.6
CCS(=O)(=O)N1Cc2ccccc2CC1C(=O)OCC(=O)Nc1ccc(SC(F)F)cc1 (stereo unspecified),.,-17.6,-2.4,-13.2,.,-2.8,34.7,.,-35.8
CCOC(=O)NC(O)C(=O)c1cccs1 (stereo unspecified),.,-15.8,0.0,-12.6,.,20.6,.,.,.
